D2 ag – D2 dopamine receptor (human) agonism | P14416 | HEK293 T-REx D2 cells, calcium flux agonist mode | activation, % at 2 µM | 0.53% of 340,000 active | AID 485358;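 active = activation over 3 SD above normal in the single-dose calcium agonist read, cut at about 30% in these data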; also: 0% is about no effect
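In this primary screen, compounds producing a positive calcium signal within 180 s of addition to tetracycline-induced, force-coupled HEK293 Trex D2 cells are flagged; cells are dye-loaded with a no-wash calcium kit beforehand.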
mIDH1 inhibitor – blocks human mutant IDH1 R132H enzyme; IDH1-R132H enzyme, NADPH consumption, diaphorase/resazurin fluorescence; Potency, µM (highest dose often 76.6 µM), for inactives: top-dose activity change, negative = inhibition, usual class: inhibitors; 0.093% of 390,000 active; AID 602179; also: potency is read from the fitted curve at half-maximal effect; % is scaled to controls: 0 for no effect and ±100 for the full control effect; nearly all actives have a fitted effect of over 65% in size
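IDH1-R132H (0.5 ug/mL) preincubated 30 min with compound, then NADPH (0.016 mM) and alpha-KG (2 mM) added; 80 min at RT, pH 7.5. Remaining NADPH coupled via diaphorase/resazurin to fluorescence (540/590 nm); concentration-response curves normalized to no-enzyme control.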
USP1 inh – blocks the human USP1/UAF1 deubiquitinase complex. 0.23% of 390,000 active. O94782. recombinant USP1/UAF1, Ub-Rhodamine cleavage fluorescence. Potency, µM (series often up to 57.1 µM), without a hit: at the highest dose activity change, negative = inhibition, most hits filed as inhibitors; also: potency is read from the fitted curve at half-maximal effect; % is scaled to controls: 0 for no effect and ±100 for the full control effect; nearly all actives have a fitted effect of over 60% in size; inactives centre near -12
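USP1/UAF1 complex (1 nM) preincubated 15 min at room temperature with compound, then Ub-Rho substrate (150 nM final) added. Kinetic fluorescence at 480/540 nm over 6 reads at 60 s intervals; 50 mM HEPES pH 7.8, 0.5 mM EDTA, 0.1 mg/ml BSA, 1 mM TCEP, 0.01% Tween-20.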
Pin1 inhibitor – blocks the human prolyl isomerase Pin1. Q13526. Pin1 FP peptide displacement, HiFluor488, 10 min. Potency, µM (highest dose often 115 µM), for the others: at the top dose activity, negative = inhibition, actives largely listed as inhibitors. 0.009% of 390,000 active. AID 504891; active = well fitted inhibition curve with a large enough effect in the polarisation, with a control signal flat, not every such curve was filed as active; inconclusive = small, poorly fitted or top-dose-only effect, or effect the other way, or a change in a side signal; inactive = no such curve, though single readings can be large or run the other way; the % refers to the polarisation; also: potency is read from the fitted curve at half-maximal effect; % is scaled to controls: 0 for no effect and ±100 for the full control effect
Target sequence (Q13526 whole entry, looked up): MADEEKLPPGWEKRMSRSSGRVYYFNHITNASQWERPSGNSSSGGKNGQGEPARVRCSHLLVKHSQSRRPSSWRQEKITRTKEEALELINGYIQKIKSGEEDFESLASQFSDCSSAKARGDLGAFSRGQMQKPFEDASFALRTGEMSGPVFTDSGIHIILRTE
TRHR ag – activates the human TRH receptor | P34981 | TRHR cells, calcium flux fluo-8, FDSS agonist mode | activation, % at 2 µM | 0.18% of 360,000 active | AID 493084; in the data active = activation above about 30%; also: 0% is about no effect
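Read-out: compound-evoked intracellular calcium rise in TRHR cells, fluo-8 dye, kinetic FDSS fluorescence at 1 s/cycle following a 10-cycle baseline. Cells cultured overnight before dye loading (30 min–1.5 h, RT).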
D2 antagonist – antagonizes the human D2 dopamine receptor | AID 485344 | 2% of 340,000 active | inhibition, % at 10 µM | HEK293 TREx D2 cells, calcium flux, dopamine EC80 | P14416; in the data active = inhibition above about 30%; also: 0% is about no effect
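In this primary screen, negative modulation is detected by tracking calcium flux after an EC80 dopamine challenge in inducible HEK293 T-REx D2 cells preexposed to test compound for 180 s.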
TRHR PAM – allosteric enhancers of human TRH receptor; enhancement, % at 2 µM; TRHR cells, fluo-8 calcium fluorescence, EC20 TRH enhancement; 0.66% of 360,000 active; in the data active = enhancement above about 30%; also: 0% is about no effect
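TRHR-expressing cells loaded with fluo-8 calcium dye were read kinetically (ex 480/em 530) during compound addition, then stimulated with an EC20 of TRH (10 nM final). Enhancement of the Gq-mediated intracellular calcium response was scored.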
TrxR1 substrate – rat thioredoxin reductase 1 substrate activity; O89049; purified TrxR1 substrate turnover, NADPH consumption readout; Potency, µM (doses to about 114 µM), inactives show at the highest dose activity change, negative = substrate turnover; 0.01% of 390,000 active; also: potency is read from the fitted curve at half-maximal effect; % is scaled to controls: 0 for no effect and ±100 for the full control effect; nearly all actives have a fitted effect of over 50% in size
Target sequence (O89049 whole entry, looked up): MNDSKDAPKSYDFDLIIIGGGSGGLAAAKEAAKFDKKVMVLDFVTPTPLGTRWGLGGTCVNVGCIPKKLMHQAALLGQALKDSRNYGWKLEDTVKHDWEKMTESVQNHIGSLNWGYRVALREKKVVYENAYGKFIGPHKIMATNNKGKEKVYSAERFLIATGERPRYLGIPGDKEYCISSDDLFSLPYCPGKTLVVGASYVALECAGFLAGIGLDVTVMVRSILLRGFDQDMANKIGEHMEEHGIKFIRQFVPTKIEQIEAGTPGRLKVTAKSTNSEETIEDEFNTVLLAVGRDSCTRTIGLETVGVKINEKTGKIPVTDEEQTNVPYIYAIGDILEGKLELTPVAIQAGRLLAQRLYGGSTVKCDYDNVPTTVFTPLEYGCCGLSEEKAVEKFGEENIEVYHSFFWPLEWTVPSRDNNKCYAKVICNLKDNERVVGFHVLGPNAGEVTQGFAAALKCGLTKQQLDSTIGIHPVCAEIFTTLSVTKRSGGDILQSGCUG
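Rat TrxR1, dispensed at 90 nM, was prereduced with 400 uM NADPH (final) for 5 min at ~22 deg C, then incubated with compound 15 min before 400 uM selenite. A first-read NADPH fluorescence drop versus no-compound background flagged substrates.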
TrxR1 inh – inhibitors of rat thioredoxin reductase 1; 1% of 390,000 active; AID 588453; recombinant rTrxR1, NADPH fluorescence consumption, selenite substrate; Potency, µM (top dose mostly 114 µM), for inactives: at the highest dose activity change, negative = inhibition, hits mostly inhibitors; O89049; also: potency is read from the fitted curve at half-maximal effect; % is scaled to controls: 0 for no effect and ±100 for the full control effect; nearly all actives have a fitted effect of over 65% in size
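Rat TrxR1 (90 nM in the dispensed reagent) was pre-reduced with 400 uM NADPH for 5 min at room temperature, then incubated with compound for 15 min. After 400 uM selenite was added, NADPH fluorescence (Ex 340/Em 450 nm) was followed for 8 min.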
The depositor's hits bear a star; ? = inconclusive; / = not tested or not shown; & = joins results of further samples; [ ] = another dose, or the depositor's remark. Unless noted, calls follow the shape of the dose curve; as a rule, active = well fitted inhibition curve with a large enough effect; inconclusive = small, poorly fitted or top-dose-only effect; inactive = no such curve, though single readings can be large or run the other way. These rows are one share of the data (hit frequency here may not be typical).

SMILES,D2 ag,mIDH1 inhibitor,USP1 inh,Pin1 inhibitor,TRHR ag,D2 antagonist,TRHR PAM,TrxR1 substrate,TrxR1 inh
CS(=O)(=O)c1ccc(Cl)c(NC(=O)C2CCN(S(=O)(=O)c3cccs3)CC2)c1,-0.2,-1.5%,-4.6%,2.2%,-0.2,-4.9,1.9,-3.8%,15.4%
CCN(CC)CCCn1c2c(c(SCC(=O)Nc3nc4ccccc4s3)nc1=O)CCC2,-0.5,-7.1%,2.0%,-2.9%,0.3,-1.5,5.2,-1.6%,9.5%
CCOC(=O)c1cc(NC(=O)c2ccc(OC)cc2)c(=O)oc1-c1ccccc1,0.1,1.4%,-7.9%,32.0%[activator],0.7,-1.8,-15.4,-6.5%,-15.0%
CCc1nc2cccnc2n1-c1ccc(CC(=O)Nc2ccccc2Cl)cc1,-0.5,-15.0%,-2.5%,6.7%,-0.1,/,-4.6,-4.1%,2.1%
CSc1ccc(/C=N/NC(=O)c2ccc(-n3cnnn3)cc2)cc1,9.2,-12.1%,-13.5%,18.0%,0.7,5.4,0.2,4.1%,16.6%
O=C(COC(=O)/C=C/c1cccc(F)c1)Nc1cccc(S(=O)(=O)NC2=NCCCCC2)c1,/,0.4%,-21.6%,-6.8%,/,/,/,4.7%,18.7%
CCc1ccccc1NC(=S)N=Nc1c(O)n(C)c2ccc(S(=O)(=O)N3CCOCC3)cc12,1.1,0.0%,-18.8%,-6.2%,0.1,-3.4,-1.8,-0.1%,14.4%
Cn1cnnc1SCC(=O)Nc1ccccc1F,0.2,-2.3%,-25.9%,-1.7%,-0.6,-12.8,-1.3,5.2%,20.8%
CCCCC[C@H]1CN(Cc2ccc(OC)cc2)C(=O)[C@@H]1CC(=O)NCc1ccccc1,0.3,-2.7%,5.3%,-2.5%,-0.5,4.1,-8.0,-4.8%&-1.6%,17.3%&-1.1%
Cc1[nH]n(-c2ccc([N+](=O)[O-])cc2)c(=O)c1C=NCCN1CCN(C(=O)c2ccccc2)CC1,1.0,5.2%,-15.7%,-8.1%,1.6,-1.4,3.5,-6.1%,-15.2%
CCCCn1c(N)c(N(CCC(C)C)C(=O)c2cccc(N3C(=O)c4ccccc4C3=O)c2)c(=O)[nH]c1=O,/,-1.7%,6.3%,0.2%,/,/,/,-0.2%,10.3%
CC1CN(C(=S)c2cccc([N+](=O)[O-])c2)CC(C)O1 (stereo not drawn),-0.1,6.4%,-5.7%,6.1%,-1.0,12.1,1.3,6.3%,-2.9%[57.1 µM]
O=C(CCN1C(=O)c2ccccc2C1=O)NCc1ccncc1,-0.5,4.9%,-0.7%,-5.6%,-0.9,-6.7,1.6,7.0%[57.1 µM],14.6%[57.1 µM]
CCS(=O)(=O)N1CCC(C(=O)NCc2ccccc2OC)CC1,0.1,-0.7%,-6.6%,1.0%,1.2,14.0,-1.3,1.3%,3.4%
CCc1ccc(NC(=O)CCc2nnc3n(C)c(=O)c4sccc4n23)cc1,-0.4,1.9%,-13.6%,3.6%,0.0,/,0.3,4.3%,14.4%
COc1ccc(N(CC(=O)N2CCN(Cc3ccccc3)CC2)S(=O)(=O)c2ccccc2)cc1,0.8,-2.8%,-16.8%,2.1%,-0.5,-14.7,1.2,1.0%,3.3%
CCOc1cc(NS(=O)(=O)c2ccc(NC(C)=O)cc2)c(OCC)cc1NC(=O)c1cccs1,0.5,0.2%,-19.2%,2.7%,0.4,7.0,4.6,-8.7%,-5.9%
O=C(COc1cc(F)ccc1[N+](=O)[O-])NCCCc1ccccc1,0.0,7.6%,-5.5%,-2.3%,-0.4,-2.4,13.8,-1.8%,14.8%[57.1 µM]
COc1cc2[nH]c(=O)n(Cc3ccc(C(=O)NCc4ccccc4)cc3)c(=O)c2cc1OC,0.1,-6.8%,-13.4%,11.7%,0.2,/,3.1,-5.4%,11.4%[2.29 µM]
CN(C(=O)CCc1nnc(-c2ccc(-c3ccccc3)cc2)o1)C1CCOCC1,0.2,-2.3%,-19.7%,-1.4%,0.3,-13.2,2.8,15.7%,6.7%
COc1ccc(OC)c(-n2c(=S)[nH]c3c(sc(=S)n3-c3ccccc3C)c2=O)c1,-0.5,23.1%,-3.6%,4.2%,1.0,6.2,4.0,3.5%[57.1 µM],37.5%[activator][57.1 µM]
O=C1NN(c2ccc(Cl)c(Cl)c2)C(=O)/C1=C/c1ccc(-c2ccccc2C(=O)O)o1,0.3,-12.9%,?,/,-0.3,-2.9,-2.5,?,?
CCC(CC)C(=O)Oc1c(C(=O)N(C)C)cccc1-c1ccccc1,/,0.0%,-9.6%,-4.5%,/,/,/,1.7%[2.29 µM],3.6%[2.29 µM]

In the list so far, 12 contain nitrogen in an aromatic ring.
SMILES,D2 ag,mIDH1 inhibitor,USP1 inh,Pin1 inhibitor,TRHR ag,D2 antagonist,TRHR PAM,TrxR1 substrate,TrxR1 inh
CCN(CC)CCCn1c2c(c(SCC(=O)Nc3nc4ccccc4s3)nc1=O)CCC2,-0.5,-7.1%,2.0%,-2.9%,0.3,-1.5,5.2,-1.6%,9.5%
CCc1nc2cccnc2n1-c1ccc(CC(=O)Nc2ccccc2Cl)cc1,-0.5,-15.0%,-2.5%,6.7%,-0.1,/,-4.6,-4.1%,2.1%
CSc1ccc(/C=N/NC(=O)c2ccc(-n3cnnn3)cc2)cc1,9.2,-12.1%,-13.5%,18.0%,0.7,5.4,0.2,4.1%,16.6%
CCc1ccccc1NC(=S)N=Nc1c(O)n(C)c2ccc(S(=O)(=O)N3CCOCC3)cc12,1.1,0.0%,-18.8%,-6.2%,0.1,-3.4,-1.8,-0.1%,14.4%
Cn1cnnc1SCC(=O)Nc1ccccc1F,0.2,-2.3%,-25.9%,-1.7%,-0.6,-12.8,-1.3,5.2%,20.8%
Cc1[nH]n(-c2ccc([N+](=O)[O-])cc2)c(=O)c1C=NCCN1CCN(C(=O)c2ccccc2)CC1,1.0,5.2%,-15.7%,-8.1%,1.6,-1.4,3.5,-6.1%,-15.2%
CCCCn1c(N)c(N(CCC(C)C)C(=O)c2cccc(N3C(=O)c4ccccc4C3=O)c2)c(=O)[nH]c1=O,/,-1.7%,6.3%,0.2%,/,/,/,-0.2%,10.3%
O=C(CCN1C(=O)c2ccccc2C1=O)NCc1ccncc1,-0.5,4.9%,-0.7%,-5.6%,-0.9,-6.7,1.6,7.0%[57.1 µM],14.6%[57.1 µM]
CCc1ccc(NC(=O)CCc2nnc3n(C)c(=O)c4sccc4n23)cc1,-0.4,1.9%,-13.6%,3.6%,0.0,/,0.3,4.3%,14.4%
COc1cc2[nH]c(=O)n(Cc3ccc(C(=O)NCc4ccccc4)cc3)c(=O)c2cc1OC,0.1,-6.8%,-13.4%,11.7%,0.2,/,3.1,-5.4%,11.4%[2.29 µM]
CN(C(=O)CCc1nnc(-c2ccc(-c3ccccc3)cc2)o1)C1CCOCC1,0.2,-2.3%,-19.7%,-1.4%,0.3,-13.2,2.8,15.7%,6.7%
COc1ccc(OC)c(-n2c(=S)[nH]c3c(sc(=S)n3-c3ccccc3C)c2=O)c1,-0.5,23.1%,-3.6%,4.2%,1.0,6.2,4.0,3.5%[57.1 µM],37.5%[activator][57.1 µM]

Reformatted field by field: entries from further up.
canonical_smiles: COc1cc2[nH]c(=O)n(Cc3ccc(C(=O)NCc4ccccc4)cc3)c(=O)c2cc1OC
  D2 ag = 0.1
  mIDH1 inhibitor = -6.8%
  USP1 inh = -13.4%
  Pin1 inhibitor = 11.7%
  TRHR ag = 0.2
  D2 antagonist = /
  TRHR PAM = 3.1
  TrxR1 substrate = -5.4%
  TrxR1 inh = 11.4%[2.29 µM]
canonical_smiles: CN(C(=O)CCc1nnc(-c2ccc(-c3ccccc3)cc2)o1)C1CCOCC1
  D2 ag = 0.2
  mIDH1 inhibitor = -2.3%
  USP1 inh = -19.7%
  Pin1 inhibitor = -1.4%
  TRHR ag = 0.3
  D2 antagonist = -13.2
  TRHR PAM = 2.8
  TrxR1 substrate = 15.7%
  TrxR1 inh = 6.7%
